# Peg3 promoter = Peg3 promoter-driven luciferase inhibitors, primary screen, cell-based, HeLa, luciferase luminescence; HeLa PEG-Prom luciferase reporter, overnight; inhibition, % at 20 µM; 360,000 tested, 1.7% active; AID 588405, 2011;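 active = inhibition of at least 50% at 20 µM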
# Shn3 3UTR inh = reduction of Shn3 3'UTR firefly luciferase signal, primary screen, Schnurri-3 inhibitor project, cell-based, Clone20 osteoblasts, set 2. Clone20 osteoblast Shn3 3'UTR firefly luciferase, 24 h. inhibition, % at 12.5 µM. 360,000 tested, 0.52% active. AID 588674, 2011;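 active = mean inhibition of at least 75% with every replicate also reaching 75%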;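 note: 0% = median of neutral control wells and 100% = pilot-screen positive control compound; some compounds past the cut are filed as inactive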
# H9c2 protect = cardioprotection against H2O2-induced cell death, primary screen, uHTS, H9c2 cells, ATPLite luminescence | H9c2 cardiomyocytes, H2O2 injury protection, 2 h | protection from H2O2 cell death, % at 20 µM | 360,000 tested, 0.63% active | AID 588492, 2011;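 active = compounds giving at least 50% protection of heart cells from peroxide-induced death in the single-dose screen, raw or plate-pattern-corrected value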;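 note: 0% = DMSO wells with peroxide and 100% = DMSO wells without peroxide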
# CaV13 FRET inh = Primary screen for inhibitors of IQ motif and Ca2+-dependent inactivation inhibitor domain binding in CACNA1D, Förster resonance energy transfer in living cells, …; HEK cells, CFP/YFP FRET ICDI-IQ, plate reader, 10 min; percent FRET-ratio fall versus neutral wells; inhibition, % at 12.3 µM; 340,000 tested, 0.098% active; AID 743397;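 active = mean replicate inhibition of at least 30% and at least 1% of replicates passing that level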;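 note: 0% = median of the neutral control wells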
# NR2E3 ag-1 = NR2E3 agonists in two-hybrid cells, primary screen, cell-based, luminescence, CHO-S, Gal4-NCOR/VP16-NR2E3 | Photoreceptor-specific nuclear receptor (Homo sapiens), Q9Y5X4 | luciferase | inhibition of corepressor binding, % at 3.98 µM | 360,000 tested, 0.35% active | AID 602229, 2012;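 active = inhibition above the mean of all tested compounds plus 3 SD, cut at about 70% in these data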;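 note: 0% = DMSO with NR2E3 transfected cells and 100% = cells lacking NR2E3 construct; higher means lower luciferase signal from less NR2E3 corepressor binding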
# Target sequence (Q9Y5X4 whole entry, looked up, the tested form may be a part): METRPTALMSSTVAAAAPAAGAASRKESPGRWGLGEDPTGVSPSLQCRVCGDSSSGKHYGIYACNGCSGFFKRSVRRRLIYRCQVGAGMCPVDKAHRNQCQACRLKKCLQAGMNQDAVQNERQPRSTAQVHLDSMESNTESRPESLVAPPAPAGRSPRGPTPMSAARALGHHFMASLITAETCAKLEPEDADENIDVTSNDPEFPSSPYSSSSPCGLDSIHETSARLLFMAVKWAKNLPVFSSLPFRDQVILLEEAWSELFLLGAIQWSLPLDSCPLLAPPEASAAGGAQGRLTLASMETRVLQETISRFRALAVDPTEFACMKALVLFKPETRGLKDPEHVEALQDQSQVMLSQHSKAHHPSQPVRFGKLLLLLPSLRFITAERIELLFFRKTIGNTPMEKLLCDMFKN
# HTR2A ag = mouse Htr2a agonists via beta-arrestin recruitment, primary screen, cell-based, luminescence; activation, % at 7.6 µM; 5-hydroxytryptamine receptor 2A (Mus musculus), P35363; 360,000 tested, 0.66% active; CHO-K1 mHTR2A beta-arrestin complementation; percent of 30 µM serotonin response; AID 624169, 2012;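 active = activation above a run cutoff, the mean activation of all tested compounds plus 3 SD, cut at about 14% in these data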;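 note: 0% = plate median of compound wells and 100% = 30 µM serotonin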
# TRPM1 prom inh = inhibitors of MITF-dependent TRPM1 promoter reporter, primary screen, cell-based, SK-MEL-5, single point, luciferase. SK-MEL-5 TRPM1 promoter luciferase, 24 h. inhibition, % at 12.5 µM. 330,000 tested, 0.83% active;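 active = mean inhibition across replicates of 60% or more, whatever share of single replicates reaches that level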; note: values of inactives mirror those of a sister screen read the other way
# HIF-2a inh = HIF-2a reporter inhibitors, primary screen, luminescence, 786-0 RCC cells; inhibition, % at 18.8 µM; 786-0 RCC cells HIF-2a reporter, luciferase luminescence, overnight; AID 624352, 2012; 360,000 tested, 0.72% active;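 active = inhibition of the luminescence signal of 40% or more relative to plate controls, in a single-dose primary screen at 18.75 µM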
# iPSC survival up = enhancers of single-cell hiPSC survival, primary screen, ATPlite luminescence | AID 602274, 2012 | 100% = ROCK inhibitor wells, 0% = DMSO | 360,000 tested, 0.044% active | survival enhancement, % at 20 µM; in the data active = survival enhancement above about 18%;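 note: cells exposed to compounds for 16 hours before the ATP read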
# PDI turbidity = inhibitors of human PDI, primary screen, biochemical, turbidity, single point, plate reader; Protein disulfide-isomerase (Homo sapiens), P07237; PDI insulin aggregation turbidity, A650, 90 min; inhibition, % at 10 µM; 350,000 tested, 0.052% active;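 active = mean inhibition across replicates of 30% or more, whatever share of single replicates reach that level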;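 note: absorbance from insulin aggregation driven by PDI reduction with DTT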
# Target sequence (P07237 whole entry, looked up): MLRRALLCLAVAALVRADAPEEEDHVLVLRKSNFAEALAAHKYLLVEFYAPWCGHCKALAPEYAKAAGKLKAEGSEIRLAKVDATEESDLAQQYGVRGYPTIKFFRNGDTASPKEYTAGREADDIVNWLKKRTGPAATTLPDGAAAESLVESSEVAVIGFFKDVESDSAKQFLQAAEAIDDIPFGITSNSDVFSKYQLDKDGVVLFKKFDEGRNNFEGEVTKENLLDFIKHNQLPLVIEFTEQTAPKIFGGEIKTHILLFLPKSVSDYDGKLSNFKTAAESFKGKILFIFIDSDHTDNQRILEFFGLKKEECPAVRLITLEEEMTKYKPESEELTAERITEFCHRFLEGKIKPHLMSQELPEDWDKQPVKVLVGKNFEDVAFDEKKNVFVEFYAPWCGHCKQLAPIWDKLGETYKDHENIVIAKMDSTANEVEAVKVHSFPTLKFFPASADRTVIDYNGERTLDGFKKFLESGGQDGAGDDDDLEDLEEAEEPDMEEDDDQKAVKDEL
# NR2E3 ag-2 = inhibitors of NR2E3-RetCOR corepressor binding, primary screen, NR2E3 agonist project, biochemical, TR-FRET, GST-NR2E3, biotin-RetCOR; Photoreceptor-specific nuclear receptor (Homo sapiens), Q9Y5X4; 1536-well; inhibition of corepressor binding, % at 4.78 µM; 320,000 tested, 0.12% active; AID 2300, 2010;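 active = percent inhibition above the cutoff of mean plus 3 SD of all tested compounds, set per screening campaign, cut at about 20% in these data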;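 note: 0% = DMSO wells and 100% = biotin wells as full block of FRET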
#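 System: GST-tagged NR2E3 plus biotinylated RetCOR corepressor; Amount: 1.35 nM GST-tagged NR2E3 final; Dosing: single nominal compound dose of 4.8 µM; Schedule: 5 h incubation at 4 °C; Technique: TR-FRET with europium anti-GST and streptavidin-D2, 340 nm excitation; Controls: biotin wells as high control, 0.6% DMSO wells as low control.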
# Starred values were filed as active, the others as inactive; x = not tested or not shown.
SMILES,Peg3 promoter,Shn3 3UTR inh,H9c2 protect,CaV13 FRET inh,NR2E3 ag-1,HTR2A ag,TRPM1 prom inh,HIF-2a inh,iPSC survival up,PDI turbidity,NR2E3 ag-2
COc1ccc(CN2CC(C(=O)NCCC3=CCCCC3)CC2=O)cc1 (configuration not stated),-2,-4,-1,-8,13,-2,-3,-1,1.3,5,0
Cc1ccc(NC(=O)c2ccco2)c(NC(=O)c2cccs2)c1,15,13,-1,x,-1,-6,1,3,1.9,4,1
COC12NC(=O)N(C)C1(OC)C(=O)N(C)C(=O)N2C (configuration not stated),5,0,3,-9,2,0,3,2,-3.1,4,1
O=C(NCCCN1CCOCC1)c1ccc2c(c1)N(Cc1ccc(Cl)cc1)C(=O)c1ccccc1S2=O (configuration not stated),12,5,21,-7,7,-3,9,16,-0.8,11,1
CCN(CC)C(=O)N1c2ccccc2C=Cc2ccccc21,6,3,-4,x,-6,-5,-3,-37,-3.1,0,-1
COc1ccc(NC(=O)CCNS(=O)(=O)c2ccc3c(c2)CCC(=O)N3)cc1,-17,0,-6,-5,-15,-2,6,5,1.2,-1,4
O=C(Nc1cccc(S(=O)(=O)N2CCCCCC2)c1)c1cc(=O)c2ccccc2o1,28,42,-5,-2,-8,-3,-3,20,0.2,5,-1
Cc1c(-c2ccc(F)cc2)nc(N)c(C#N)c1-c1cccs1,17,27,-6,-4,-8,-8,2,16,-0.7,-4,7
CCCCOC(=O)c1cc(=O)[nH]c(=O)[nH]1,1,14,2,x,4,1,x,-1,-0.3,x,-2
Cc1ccccc1Nc1nc(N)nc(COC(=O)[C@@H](NC(=O)c2c(F)cccc2F)C(C)C)n1,10,-8,4,-6,-9,3,-5,-8,3.9,-3,0
Cc1cccc(C(=O)OCC(=O)NCc2ccc3c(c2)OCO3)c1C,2,4,-1,-6,-16,12,1,5,0.1,-2,x
Cc1csc(SCC(=O)Nc2nc3ccccc3s2)n1,-225,-64,-1,-5,-45,-3,-66,-231,-2.0,21,1
CC(C)CN1CCNC(=O)C1CC(=O)NCCc1ccc(C(F)(F)F)cc1 (configuration not stated),18,-7,1,-4,-3,-6,-3,0,2.4,-6,1
Cc1c(NC(NC(=O)CC(C)C)C(Cl)(Cl)Cl)c(=O)n(-c2ccccc2)n1C (configuration not stated),19,-7,3,4,-11,-1,11,16,-0.1,1,0
CCCSc1nc2c(c(=O)[nH]c(=O)n2C)n1Cc1ccc(C)cc1,55*,17,-13,-3,15,-2,1,12,-0.7,-5,0
NC(=O)c1ccc(C23CC4CC(CC(C4)C2)C3)o1,-3,-8,-1,-6,0,7,-4,3,-1.8,10,-2
CCOc1cccc(-c2nn3c(-c4ccco4)nnc3s2)c1,-139,-20,64*,-6,-23,6,-48,-104,-1.9,1,6
CCOC(=O)c1csc(NC(=O)c2ccc(S(=O)(=O)N(C)C)cc2)n1,25,4,18,-6,-16,2,17,-2,-0.5,-5,3
O=c1cc(N2CCCCC2)c(-c2ccccc2)nn1Cc1ccccc1,8,0,0,-3,-17,-1,0,3,14,-5,1
OCC1OC(c2ccc(OCc3ccccc3)cc2OCc2ccccc2)C(O)C1O (configuration not stated),6,16,1,-15,-2,-7,x,-5,-0.4,-4,x
Cc1nc(SCCc2ccccc2)[nH]c(=O)c1C,-10,-22,2,x,-12,-1,11,-90,0.8,0,0
Cc1cccc(NC(c2ccc(O)cc2)c2ccc3ccc(C)nc3c2O)n1 (configuration not stated),42,18,92*,-4,11,-2,6,55*,4.3,3,-4
O=C(COc1cc(Cl)c(Cl)cc1Cl)N1CCN(c2ccccn2)CC1,14,4,-1,-4,-1,-6,-6,6,-1.1,5,-5
O=C1CC(N2CCN(Cc3ccc4c(c3)OCO4)CC2)C(=O)N1c1ccccc1 (configuration not stated),5,-3,8,-6,-22,5,-1,3,6.0,-3,4
COC(=O)c1ccc(C(=O)OCCCc2nc3ccc(N)cc3[nH]2)cc1,-4,11,16,x,5,-5,7,12,-3.7,5,-2
Cn1c(=O)c2cc(NC(=O)NCCc3cccs3)ccc2n1Cc1ccccc1,-25,5,15,-11,14,-7,x,-26,-2.0,-19,x
COc1ccc(/C=C/C(=O)NC(=S)Nc2ccc(S(=O)(=O)Nc3cc(OC)ncn3)cc2)cc1,5,-17,6,-5,-13,0,-1,6,0.2,2,x
COc1ccc(C(=O)Nc2ccccc2C(=O)Nc2ccncc2)cc1,-129,-61,-20,-7,-63,-9,-63,-147,-0.4,-4,3
Cn1c(SCCC#N)nnc1-c1ccc(F)cc1,6,6,-3,x,-4,2,1,17,-0.7,-5,-2
O=C1C(=O)c2ccccc2C(O)=C1c1ccccc1F,8,12,5,1,-6,-7,10,12,1.4,15,-12
C[C@]12CC[C@@H]3c4ccc(O)cc4CC[C@H]3[C@@H]1CC[C@@H]2OC(=O)CCC1CCCC1,1,10,-2,-6,-28,2,5,-4,-0.5,-3,-1
CC(=O)Nc1cncc(-c2cccc(S(C)(=O)=O)c2)n1,-4,-8,2,-5,-31,11,x,0,0.7,-3,x
CS(=O)(=O)N(CC(=O)N1CCOCC1)Cc1ccccc1,0,15,-2,-6,12,0,-1,17,-1.3,-2,3
Cc1cc(N=O)c(C)cc1O,6,20,-10,x,-14,-4,x,-27,3.2,x,x
CN(C(=O)CC1C(=O)NCCN1Cc1cccc(C(F)(F)F)c1)C1CCOCC1 (configuration not stated),8,0,5,x,5,-3,-1,11,0.5,4,3
CN(C)C(=O)c1nc(C#N)c(N(C)C)o1,10,-7,-4,-9,-6,3,-2,22,-0.4,0,0
Cc1c(CC(=O)O)c(=O)oc2cc3occ(-c4ccc(F)cc4)c3cc12,-24,-4,-4,-4,-11,2,-1,-56,-0.5,-12,-2
O=C(CCC1CCN(Cc2ccc(Cl)cc2)CC1)NC1CC1,15,-16,1,-4,-1,-5,2,18,1.3,2,0
COc1ccc(N2CCN(C(=O)c3cc4c(=O)n(Cc5ccccc5)ccc4nc3C)CC2)cc1,8,18,6,-3,15,-6,4,16,-0.4,1,-1
CCc1ccc2[nH]c(C(=O)N(C)c3ccc(F)cc3F)cc2c1,-2,-7,-10,-19,-3,2,-3,-14,3.5,-8,-3
CCC(C)NC(=O)c1cn(CC)c2cc(N3CCN(C)CC3)c(F)cc2c1=O (configuration not stated),17,0,2,-4,1,-1,x,5,0.9,-2,1
COc1ccccc1N1CCN(c2cc(=O)n(-c3ccc(Br)cc3)c(=O)[nH]2)CC1,14,22,8,-9,0,3,-5,15,-2.2,-3,1
O=C1c2ccccc2S(=O)(=O)N1Cc1nnc(-c2ccccc2Br)o1,16,1,-2,-1,-28,3,-26,16,-0.3,18,x
O=C(OCC(=O)N1CCOCC1)c1cc(=O)[nH]c2ccccc12,15,-4,8,-7,-1,2,-7,11,-1.6,4,x
CCCS(=O)(=O)NC(=O)C1(C)CCN(C(=O)CSc2ccccc2)C1 (configuration not stated),-12,5,6,-6,-1,0,x,5,-1.7,6,x

# Given with two lines to a compound: 9 of the compounds above.
# Order of values: Peg3 promoter | Shn3 3UTR inh | H9c2 protect | CaV13 FRET inh | NR2E3 ag-1 | HTR2A ag | TRPM1 prom inh | HIF-2a inh | iPSC survival up | PDI turbidity | NR2E3 ag-2
Cc1c(CC(=O)O)c(=O)oc2cc3occ(-c4ccc(F)cc4)c3cc12
 : -24 | -4 | -4 | -4 | -11 | 2 | -1 | -56 | -0.5 | -12 | -2
O=C(CCC1CCN(Cc2ccc(Cl)cc2)CC1)NC1CC1
 : 15 | -16 | 1 | -4 | -1 | -5 | 2 | 18 | 1.3 | 2 | 0
COc1ccc(N2CCN(C(=O)c3cc4c(=O)n(Cc5ccccc5)ccc4nc3C)CC2)cc1
 : 8 | 18 | 6 | -3 | 15 | -6 | 4 | 16 | -0.4 | 1 | -1
CCc1ccc2[nH]c(C(=O)N(C)c3ccc(F)cc3F)cc2c1
 : -2 | -7 | -10 | -19 | -3 | 2 | -3 | -14 | 3.5 | -8 | -3
CCC(C)NC(=O)c1cn(CC)c2cc(N3CCN(C)CC3)c(F)cc2c1=O (configuration not stated)
 : 17 | 0 | 2 | -4 | 1 | -1 | x | 5 | 0.9 | -2 | 1
COc1ccccc1N1CCN(c2cc(=O)n(-c3ccc(Br)cc3)c(=O)[nH]2)CC1
 : 14 | 22 | 8 | -9 | 0 | 3 | -5 | 15 | -2.2 | -3 | 1
O=C1c2ccccc2S(=O)(=O)N1Cc1nnc(-c2ccccc2Br)o1
 : 16 | 1 | -2 | -1 | -28 | 3 | -26 | 16 | -0.3 | 18 | x
O=C(OCC(=O)N1CCOCC1)c1cc(=O)[nH]c2ccccc12
 : 15 | -4 | 8 | -7 | -1 | 2 | -7 | 11 | -1.6 | 4 | x
CCCS(=O)(=O)NC(=O)C1(C)CCN(C(=O)CSc2ccccc2)C1 (configuration not stated)
 : -12 | 5 | 6 | -6 | -1 | 0 | x | 5 | -1.7 | 6 | x

# Continued.
SMILES,Peg3 promoter,Shn3 3UTR inh,H9c2 protect,CaV13 FRET inh,NR2E3 ag-1,HTR2A ag,TRPM1 prom inh,HIF-2a inh,iPSC survival up,PDI turbidity,NR2E3 ag-2
N#Cc1ccc(C(=O)N2CCCCC2c2cc(C(=O)Nc3ccc4c(c3)OCO4)no2)cc1 (configuration not stated),1,-37,3,-7,5,-4,x,-9,-0.7,-1,x
COC(=O)C1=C(O)C2(C(=O)O)CC(C(=O)OC)=C(O)C(C(=O)O)(C1)C2,5,-22,2,-5,-3,7,-2,14,1.9,0,0
COCCNC(=O)c1c(N)n(CCC2=CCCCC2)c2nc3ccccc3nc12,31,7,21,-4,-19,6,8,17,0.2,-10,3
CC(=O)c1ccc(OCCCC(=O)N2CCN(S(=O)(=O)c3cccs3)CC2)cc1,16,-13,-4,-6,-9,0,-8,5,0.6,-3,0
COc1ccc(C(=O)NCCSCc2ccco2)cc1OC,3,2,-1,-10,-14,0,3,-6,-0.1,6,0
O=C(CCS(=O)(=O)c1ccccc1)Nc1ccc(S(=O)(=O)Nc2nccs2)cc1,10,1,22,-5,-4,2,-8,6,-0.4,3,x
